# Assay outcomes deposited in PubChem by several laboratories.
# LAP4-GFP MLPCN: alters LAP4-GFP fluorescence in TOR pathway yeast screen; S. cerevisiae LAP4-GFP multiplex, flow cytometry GFP, 3 h; median GFP as percent of DMSO wells; GFP response vs DMSO, % at 10 µM; hit rate 0.34% among 320,000;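 active means GFP response vs DMSO above a set limit, about the screen mean plus 3 SD, cut at about 150% in these data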
# RPL19A-GFP yeast: modulators of TOR pathway RPL19A-GFP in S. cerevisiae | percent response vs DMSO, % at 10 µM | AID 2025 | S. cerevisiae RPL19A-GFP strain, flow cytometry, 3 h; hits give low values | hit rate 0.3% among 330,000;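 active means percent response vs DMSO below 50%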;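 further: median channel GFP fluorescence of the barcoded RPL19A-GFP strain; ratio of sample median GFP to plate DMSO average so 100% = DMSO; lower means less RPL19A-GFP as with rapamycin TOR inhibition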
# VLA-4 inh: inhibition in a human VLA-4 binding assay. P13612. VLA-4 expressing cells, ligand binding flow cytometry. inhibition, % (about 7 µM as worked out from the volumes in the protocol). hit rate 0.2% among 330,000. AID 2557; in the data active means inhibition above about 50%
# GRK2 inh: blocks RNA aptamer binding to human GRK2; inhibition of aptamer binding, % at 10 µM; bead flow cytometry, FAM-aptamer displacement from GRK2; P25098; hit rate 0.59% among 330,000;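 active means inhibition of aptamer binding above 40%, roughly 3 SD of noise, on plates passing a quality check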;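 further: median bead fluorescence of bound FAM aptamer so fluorescent compounds give negative values; no value below 0 was filed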
# Target sequence (P25098 whole entry, looked up): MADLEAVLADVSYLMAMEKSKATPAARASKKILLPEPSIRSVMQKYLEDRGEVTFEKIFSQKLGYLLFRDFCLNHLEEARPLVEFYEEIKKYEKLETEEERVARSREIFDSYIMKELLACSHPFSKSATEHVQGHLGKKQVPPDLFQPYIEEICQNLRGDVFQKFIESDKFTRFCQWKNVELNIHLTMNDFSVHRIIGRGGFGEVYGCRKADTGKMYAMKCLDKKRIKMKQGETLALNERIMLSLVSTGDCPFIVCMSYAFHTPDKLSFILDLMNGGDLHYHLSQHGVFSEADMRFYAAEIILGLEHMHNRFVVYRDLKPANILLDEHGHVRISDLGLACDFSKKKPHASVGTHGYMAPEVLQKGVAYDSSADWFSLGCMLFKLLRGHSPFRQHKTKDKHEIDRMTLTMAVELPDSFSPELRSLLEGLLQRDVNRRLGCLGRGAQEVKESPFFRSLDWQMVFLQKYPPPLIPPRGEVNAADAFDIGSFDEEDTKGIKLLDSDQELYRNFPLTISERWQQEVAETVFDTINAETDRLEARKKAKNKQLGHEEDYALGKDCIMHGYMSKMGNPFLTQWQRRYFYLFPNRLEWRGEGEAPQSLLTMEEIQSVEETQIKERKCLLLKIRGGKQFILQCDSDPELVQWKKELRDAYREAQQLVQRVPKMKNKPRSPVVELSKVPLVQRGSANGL
# MEP2-GFP yeast: alters MEP2-GFP fluorescence in TOR pathway yeast screen; S. cerevisiae MEP2-GFP strain, flow cytometry GFP, 3 h; 100% = DMSO control level; AID 2016; GFP response vs DMSO, % at 10 µM; hit rate 0.51% among 330,000;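 active means GFP response versus DMSO above a set limit, roughly screen mean plus 3 SD, cut at about 180% in these data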;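 further: median GFP fluorescence of the barcode-gated MEP2-GFP cells per well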
# CIT2 TOR yeast: yeast TOR pathway CIT2-GFP modulation | S. cerevisiae CIT2-GFP strain, flow cytometry, 3 h; 100 means same as DMSO wells | GFP response vs DMSO, % at 10 µM | hit rate 0.065% among 320,000;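 active means GFP response relative to DMSO above a set limit, near the screen mean plus 3 SD, cut at about 150% in these data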;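 further: ratio of well median GFP fluorescence to mean of DMSO wells on the plate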
# AGP1-GFP MLPCN: alters AGP1-GFP fluorescence in TOR pathway yeast screen; S. cerevisiae AGP1-GFP multiplex flow cytometry, 3 h; GFP as percent of DMSO wells; GFP response vs DMSO, % at 10 µM; hit rate 0.02% among 320,000; AID 2066;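 active means GFP response relative to DMSO above a set limit, near screen average plus 3 SD, cut at about 150% in these data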;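 further: median GFP channel fluorescence of the gated AGP1 strain per well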
# JMJD2C inh: inhibitors of human GASC-1 (JMJD2C) demethylase. Q9H3R0. GST-JMJD2C(1-420) H3K9me3 demethylation, DELFIA europium. inhibition, % at 2.35 µM. hit rate 0.069% among 330,000;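 active means more than half of a compound's replicate wells show inhibition beyond 50%, single wells judged on their own value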;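 further: signal counts dimethyl H3K9 product captured on neutravidin plate; 0% = median of DMSO wells and 100% = 0.3 times that DMSO median; strong numbers were not always called active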
# Target sequence (Q9H3R0 1-420 limits assumed): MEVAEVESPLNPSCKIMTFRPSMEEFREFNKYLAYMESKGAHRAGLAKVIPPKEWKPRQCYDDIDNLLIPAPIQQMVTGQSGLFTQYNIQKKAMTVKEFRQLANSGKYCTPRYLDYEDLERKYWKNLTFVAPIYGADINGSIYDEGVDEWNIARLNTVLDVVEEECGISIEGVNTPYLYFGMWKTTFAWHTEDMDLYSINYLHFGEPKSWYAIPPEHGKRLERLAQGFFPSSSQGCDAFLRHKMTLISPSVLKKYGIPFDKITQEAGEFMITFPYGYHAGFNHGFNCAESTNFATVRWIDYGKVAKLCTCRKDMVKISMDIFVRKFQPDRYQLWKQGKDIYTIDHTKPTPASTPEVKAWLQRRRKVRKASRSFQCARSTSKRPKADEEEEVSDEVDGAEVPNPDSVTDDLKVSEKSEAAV
# Active calls of the source: *; . = not tested or not shown; & = joins results of further samples.
SMILES,LAP4-GFP MLPCN,RPL19A-GFP yeast,VLA-4 inh,GRK2 inh,MEP2-GFP yeast,CIT2 TOR yeast,AGP1-GFP MLPCN,JMJD2C inh
CN1C(=O)C(=O)N(c2cccc(C(F)(F)F)c2)C1=O,103,102,3,3,109,104,102,3
CN(c1ccc(C(=O)NCc2ccc3c(c2)OCO3)cc1)S(=O)(=O)c1ccccc1,102,101,7,3,96,92,100,3
Cc1nc(NN)nc(NCc2ccccc2)n1,95,96,-11,1,94,97,94,1
COc1cccc(C(C)NC(=S)NCc2ccc(F)cc2)c1 (stereo not drawn),97,98,9,3,95,100,99,-15
COc1ccc(CNC(=O)CN2c3ccccc3S(=O)(=O)c3ccccc32)cc1,92,94,36,10,104,99,98,1
COc1ccc2cc(C(=O)C3CCCN(C(=O)c4cc5nc(C)cc(C)n5n4)C3)ccc2c1 (stereo not drawn),99,99,-2,0,82,102,107,4
O=C(Nc1ccc2nc(-c3ccco3)c(-c3ccco3)nc2c1)N1CCN(c2ccccn2)CC1,94,103,-11,8,102,94,106,17
Cc1nnc(Nc2ccc(Cl)c(C(F)(F)F)c2)[nH]c1=O,84,93,-8,0,99,.,85,-2
CCN(CC(=O)Nc1ccc2c(c1)OCCO2)C(=O)/C=C/c1cccc(Br)c1,130,85,0,1,95,55,78,-5
O=C(O)c1ccc(S(=O)(=O)N2CCC(Cc3ccccc3)CC2)cc1,96,97,-3,0,99,95,92,5
CC1CC1C(=O)OCC(=O)NNC(=O)c1ccc([N+](=O)[O-])cc1 (stereo not drawn),103,98,2,0,99,91,102,1
Cc1c(C(c2ccccc2O)c2c(C)n(C)n(-c3ccccc3)c2=O)c(=O)n(-c2ccccc2)n1C,96,101,6,0,107,100,101,-3
CN1CCC(=NNc2ccc(S(=O)(=O)N3CCOCC3)cc2[N+](=O)[O-])CC1,94,98,-23,5,100,101,99,-6
COc1ccc2nc(C)cc(N3CCN(c4ccccc4)CC3)c2c1,90,95,0,0,99,104,98,-5
CCOc1ccc(CCNC(=O)COC(=O)c2ccc(S(C)(=O)=O)cc2)cc1OCC,102,94,-4,3,93,91,102,1
CC1(C)Cc2nc3sc4c(NCCO)ncnc4c3cc2CS1,106,101,21,1,106,96,106,6
CC(C)Cn1c(N)c(C(=O)COC(=O)c2ccc(F)cc2)c(=O)n(C)c1=O,88,91,9,0,90,85,85,5
Cc1cc(Nc2ccc(C)c(C)c2)n2nc(C)nc2n1,95,102,5,0,106,97,99,-4
COC(=O)c1sc2nc(SCc3ccccc3C)n(N)c(=O)c2c1C,98,100,5,0,113,92,100,0
O=C(Nc1ncccc1Cl)c1ccc2c(c1)OCCO2,98,97,5,1,98,92,90,10
C=CC(n1cncn1)C(O)(c1ccccc1)c1ccccc1 (stereo not drawn),104,99,14,1,88,100,86,-5
COc1ccc(Nc2nc(N)nc(CSC(=S)N3CCCCC3C)n2)cc1 (stereo not drawn),130,92,1,1,124,122,143,5
O=C(NCc1cccs1)Nc1ccc(Cl)cc1,103,96,17,0,101,98,98,-11
O=C(Cn1cc(C(=O)C2CCCCC2)c2ccccc21)NCC1CCCO1 (stereo not drawn),102,101,-1,0,105,103,105,25
CCc1ccc(CNC(=O)CCC(=O)N2Cc3cccc(OC)c3Oc3ncccc32)cc1,97,97,-1,0,98,98,103,-7
COc1ccc(NC(=O)NCCN2CCc3ccccc3C2)cc1,102,97,21,0,100,99,101,-10
CSc1ccc(CN2C(=O)NC3(CCCCCCC3)C2=O)cc1,98,104,12,0,111,103,108,6
CCN(CC)c1ccc(C(=O)NN)cc1,97,100,18,3,105,109,102,-1
COc1ccc(-n2cc(-c3ccccc3)c3c(NCCOCCO)ncnc32)cc1,100,105,3,1,108,101,100,-13
CNC(=O)c1c(NC(NC(=O)c2ccco2)C(=O)c2ccc(Cl)cc2)sc2c1CCCC2 (stereo not drawn),97,96,-9,4,97,100,99,-3

# An excerpt of these results, with each value named:
COc1ccc(-n2cc(-c3ccccc3)c3c(NCCOCCO)ncnc32)cc1
  LAP4-GFP MLPCN = 100
  RPL19A-GFP yeast = 105
  VLA-4 inh = 3
  GRK2 inh = 1
  MEP2-GFP yeast = 108
  CIT2 TOR yeast = 101
  AGP1-GFP MLPCN = 100
  JMJD2C inh = -13

COc1ccc(Nc2nc(N)nc(CSC(=S)N3CCCCC3C)n2)cc1 (stereo not drawn)
  LAP4-GFP MLPCN = 130
  RPL19A-GFP yeast = 92
  VLA-4 inh = 1
  GRK2 inh = 1
  MEP2-GFP yeast = 124
  CIT2 TOR yeast = 122
  AGP1-GFP MLPCN = 143
  JMJD2C inh = 5

CSc1ccc(CN2C(=O)NC3(CCCCCCC3)C2=O)cc1
  LAP4-GFP MLPCN = 98
  RPL19A-GFP yeast = 104
  VLA-4 inh = 12
  GRK2 inh = 0
  MEP2-GFP yeast = 111
  CIT2 TOR yeast = 103
  AGP1-GFP MLPCN = 108
  JMJD2C inh = 6

# Continued.
SMILES,LAP4-GFP MLPCN,RPL19A-GFP yeast,VLA-4 inh,GRK2 inh,MEP2-GFP yeast,CIT2 TOR yeast,AGP1-GFP MLPCN,JMJD2C inh
CN(C(=O)CN1C(=O)NC(C)(c2cccc(Br)c2)C1=O)C1CCCCC1 (stereo not drawn),104,96,0,4,98,106,101,2
Cc1ccc2[nH]c(=O)c3cc(C(=O)NCCC(C)C)sc3c2c1,117,104,28,0,103,96,99,2
O=C(N/N=C/c1cccc(O)c1)c1cc(-c2ccc3c(c2)OCO3)n[nH]1,94,103,41,2,97,98,94,-24
CCC(=O)N(Cc1cc(=O)[nH]c2ccccc12)c1ccc(C)cc1C,94,103,2,0,104,100,102,-25
CN(C)C(=O)OCc1c(-c2ccccc2)ncc2ccccc12,99,95,-8,0,87,87,97,2
COc1cc(C(C)=O)ccc1OCC(O)CN1CCN(S(=O)(=O)c2ccccc2)CC1 (stereo not drawn),108,107,9,0,109,108,108,0&2
Cc1cc(OC(C)C(=O)NC(Cc2c[nH]c3ccc(O)cc23)C(=O)O)c2c(C)cc(=O)oc2c1 (stereo not drawn),99,102,-6,0,103,110,106,.
S=C(c1ccc(-c2cccc(Cl)c2)o1)N1CCOCC1,110,95,10,1,99,98,90,1
COCCNC(=O)c1cn(C)c(=O)c2cc(OC)c(OC)cc12,96,97,4,0,102,96,107,25
OCCCCNCc1ccc(OCc2ccccc2)cc1,97,103,2,0,107,105,102,0
CC(=O)c1sc(-c2ccc(Cl)cc2)nc1C,98,98,41,0,99,95,97,3
NNC(=O)c1ccc(Cl)cc1Cl,100,107,-8,3,111,110,104,1
O=C(COC(=O)c1ccc(Br)o1)NC1CCCCC1,99,97,16,4,97,89,98,-2
O=[N+]([O-])c1cccc(S(=O)(=O)c2ccc(NCCOCCO)c([N+](=O)[O-])c2)c1,102,100,7,0,117,119,107,-1
CC(C)(C)NS(=O)(=O)c1ccc(NC(=O)c2cc(-c3ccccc3)nc3ccccc23)cc1,90,101,11,0,98,102,101,-26
CCN(C[C@H]1N[C@@](Cc2ccccc2)(C(=O)OC)[C@H]2C(=O)N(C)C(=O)[C@@H]12)S(=O)(=O)c1ccc(C(C)(C)C)cc1,96,99,-17,1,98,98,103,.
COc1cc(OC)cc(C(=O)NC(C)CNc2ccc(Cl)cc2[N+](=O)[O-])c1 (stereo not drawn),103,102,0,0,112,97,93,2
CC1Cc2ccccc2N1C(=O)CSc1nc2ccccc2s1 (stereo not drawn),103,103,1,0,100,94,99,-17
COc1ccccc1-n1c(SCC(=O)c2ccc(O)cc2O)nc2cc([N+](=O)[O-])ccc21,107,98,14,1,105,91,96,-1
CC1CCCCC1NC(=O)COC(=O)c1cc(=O)c2ccccc2o1 (stereo not drawn),92,91,13,0,90,90,94,-3
NC(=O)c1ccsc1NC(=O)COC(=O)Cc1ccsc1,96,96,4,4,104,97,93,-6
Brc1cc(Br)c2ncnc(N3CCCCC3)c2c1,96,98,2,.,94,94,95,-14
Cc1ccccc1/C=N/NC(=O)c1sccc1C,109,104,26,0,108,100,105,-3
CCN(CC)c1ncnc2c1cnn2Cc1ccc(C)cc1,104,101,-13,2,94,90,99,1
O=[n+]1c2c(n([O-])c3cc(Cl)ccc31)CCCC2,109,101,11,0,105,107,108,.
Cc1csc(NC(=O)c2ccc(C)c([N+](=O)[O-])c2)n1,100,106,-8,0,103,95,97,-3
Cc1cc(C(=O)OCn2nnc3ccccc3c2=O)c(C)o1,114,95,14,0,100,93,.,-4
CCOCCCNC(=O)NC12CC3CC(CC(C3)C1)C2,100,95,10,4,93,93,99,17
Cc1cc(C)c(S(=O)(=O)N2CCN(C(=O)N3CCCCC3)CC2)c(C)c1,86,97,4,0,97,96,92,12
CN1CCN(C(=O)c2ccccc2NC(=O)CCN2C(=O)c3ccccc3C2=O)CC1,103,105,4,0,103,103,106,1
COc1ccc(C2=C/C(=C\c3ccccc3OC(C)=O)C(=O)O2)cc1,95,101,-4,0,113,102,98,-4
O=C(O)CNC(=O)C1COc2ccccc2O1 (stereo not drawn),101,100,12,2,102,102,105,-5
COc1ccc(CCNC(=O)c2cc3sccc3n2C)cc1OC,97,99,-8,0,98,.,101,3
CC(=O)Nc1cccc(Oc2ncccc2[N+](=O)[O-])c1,104,104,-13,5,101,107,106,-5
Cc1cc(NC(=O)c2ccccc2Cl)no1,119,94,1,0,104,103,105,0
Cc1ccc(NC(=O)CNC(=O)c2cccc(C)c2)nc1,99,96,-3,26,104,109,100,-6
O=C(CSc1nc(O)cc(=O)n1-c1ccccc1)NCc1ccccc1,99,102,14,2,99,92,98,-5
COc1ccc(NC(=O)CS(=O)(=O)c2ccc(Br)cc2)cc1,109,91,-107,1,94,110,102,25
COc1cc(C(=O)Nc2ccc3oc(-c4cccnc4)nc3c2)cc(OC)c1OC,115,99,-4,4,91,102,103,2
Cc1ccc(S(=O)(=O)N(C)C(=O)NC(=O)NS(=O)(=O)c2ccccc2)cc1,90,103,0,2,104,106,103,9
O=C(CCC(=O)N(CC(=O)NC1CCCCC1)CC1CCCO1)Nc1nccs1 (stereo not drawn),90,96,8,0,96,96,91,-4
O=C(COC(=O)c1cccnc1Nc1ccccc1F)NCc1ccc2c(c1)OCO2,87,85,-6,3,120,93,90,-2
CCOC(=O)C1CCCN(C(=O)c2cccc3ccccc23)C1 (stereo not drawn),114,101,11,1,101,98,104,-3
Cc1ccccc1COn1nnc2ccc(S(=O)(=O)N3CCOCC3)cc21,102,104,9,1,101,111,112,-6
Cc1ccc(C(=O)O)cc1NC(=O)c1ccc(Cn2nc(C)c(Cl)c2C)o1,99,98,6,4,106,99,100,-5
COC(=O)c1sc2ccccc2c1NC(=O)c1coc2ccccc2c1=O,95,99,-8,6,89,95,97,0
COc1ccc(NC(=O)CN(C)S(=O)(=O)c2ccccc2)cc1OC,106,100,-5,0,103,97,101,2
COc1ccc(N2CCN(Cc3nnc(-c4ccccc4)o3)CC2)cc1,99,111,9,0,114,104,102,-4
COc1ccc(Cl)cc1NC(=O)NC1CCCCC1,97,95,9,7,98,102,94,1
COC(=O)C1=C(C)Nc2ncnn2C1c1ccccn1 (stereo not drawn),100,97,3,0,101,99,96,-13
# Other compounds.
SMILES,LAP4-GFP MLPCN,RPL19A-GFP yeast,VLA-4 inh,GRK2 inh,MEP2-GFP yeast,CIT2 TOR yeast,AGP1-GFP MLPCN,JMJD2C inh
Cc1ccc(/C=N/Nc2nncc(-c3ccccc3)n2)o1,98,97,3,0,99,105,100,-7
COc1c(C)cc(C(=O)C2CCCN(C(=O)c3cc(C)n(C)n3)C2)cc1C (stereo not drawn),95,92,-2,0,90,91,101,3
O=S(=O)(c1ccc(F)cc1)N1CN(Cc2ccco2)c2nc3ccccc3nc21,101,98,-46,1,101,97,99,-10
COc1ccccc1CNC(=O)CSc1nnc2c(Cl)cc(C(F)(F)F)cn12,92,100,24,6,93,98,105,13
